Screening data: PubChem BioAssay, National Center for Advancing Translational Sciences (NCATS)
SW480 rereplic: A quantitative high throughput screen for small molecules that induce DNA re-replication in SW480 colon adenocarcinoma cells | 340,000 tested, 1.8% active | SW480 DNA re-replication, Hoechst DNA content imaging, 48 h | Potency, µM (titrated, usually from 46.1 µM), for inactives: at the top dose re-replication activation, usual class: activators; note: potency is the fitted concentration of half-maximal effect; % of control where 0% means no effect; nearly all actives have a fitted effect of over 55% in size
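Image-based DNA-content assay: after two days of treatment, nuclei were labelled with the DNA dye Hoechst and imaged, and hits were compounds raising the count of nuclei showing high fluorescence intensity.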
HT1080-NT tox: qHTS for induction of synthetic lethality in tumor cells producing 2HG: qHTS for the HT-1080-NT fibrosarcoma cell line. Potency, µM (top dose mostly 46.1 µM), for inactives: at the highest dose activity, negative = less viability, actives largely listed as cytotoxic. 360,000 tested, 1.6% active. HT-1080-NT fibrosarcoma viability, CellTiter-Glo ATP luminescence, 48 h;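 note: NT is the 2HG producing partner of a matched IDH1 knockdown line; potency is the fitted concentration of half-maximal effect; 0% = DMSO-treated cells and -100% = media-only wells without cells; nearly all actives have a fitted effect of over 55% in size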
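750 cells/well, RPMI + 5% FBS; 2 h settle, compound pin-transfer, 48 h at 37 degrees C. CellTiter-Glo 10 min RT, luminescence. Normalized to DMSO and media-only wells.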
HT1080 IDH1KD tx: qHTS for induction of synthetic lethality in tumor cells producing 2HG: qHTS for the HT-1080-IDH1KD cell line. Potency, µM (series often up to 46.1 µM), inactives show at the top dose activity, negative = toxicity, actives largely listed as cytotoxic. 360,000 tested, 2% active. AID 686971, 2013. HT-1080 IDH1 knockdown viability, ATP luminescence, 48 h;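 note: potency is the fitted concentration of half-maximal effect; 0% = DMSO wells and -100% = cell-free medium wells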
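In this qHTS, HT-1080 cells depleted of IDH1 are exposed for 48 h at 37 °C to compound titrations. Toxicity is scored from CellTiter-Glo luminescence, with DMSO as full viability and medium alone as none.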
ATXN2 expr inh: Primary qHTS for Inhibitors of ATXN expression | 360,000 tested, 0.72% active | Potency, µM (doses to about 57 µM), without a hit: at the highest dose activity change, negative = inhibition, usual class: inhibitors | AID 1745845, 2022 | HEK-293 ATXN2-luciferase reporter, luminescence, 24 h; note: potency is the fitted concentration of half-maximal effect; % is set by controls: 0 for no effect and ±100 for the full control effect; nearly all actives have a fitted effect of over 55% in size
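ATXN2-luciferase reporter cells (luciferase flanked by upstream and downstream ATXN2 gene portions) were treated 24 h at 37 °C with compounds at up to 57 uM. SteadyGlo luminescence gave expression; GF-AFC fluorescence gave viability.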
MCF10A rereplic: A quantitative high throughput screen for small molecules that induce DNA re-replication in MCF 10a normal breast cells | 350,000 tested, 2.9% active | MCF 10A DNA re-replication, Hoechst nuclear intensity, 48 h | AID 624296, 2012 | Potency, µM (series often up to 46.1 µM), inactives show at the highest dose activity, positive = re-replication, usual class: activators; note: potency is the fitted concentration of half-maximal effect; % of control where 0% means no effect; nearly all actives have a fitted effect of over 50% in size
WRN inhibitor: qHTS for Inhibitors of WRN Helicase; WRN helicase unwinding, fluorescent forked duplex, kinetic; 360,000 tested, 0.46% active; AID 651768, 2012; Bifunctional 3'-5' exonuclease/ATP-dependent helicase WRN (Homo sapiens), Q14191; Potency, µM (highest dose often 114 µM), for the others: at the highest dose activity change, negative = inhibition, actives largely listed as inhibitors; note: potency is the fitted concentration of half-maximal effect; % is set by controls: 0 for no effect and ±100 for the full control effect; nearly all actives have a fitted effect of over 55% in size
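Primary qHTS, 1536-well format. 20 nM WRN + compound, 15 min RT; start with 100 nM forked fluorophore/quencher duplex, 2 mM ATP (final); kinetic read ex 525/em 598 nm.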
KB-3-1 cytotox: qHTS assay for MDR1-selective chemotherapeutics: Primary screen using the parental adenocarcinoma cell KB-3-1 | KB-3-1 viability, CellTiter-Glo ATP luminescence, 72 h | Potency, µM (doses to about 46.1 µM), for inactives: at the highest dose activity change, negative = cytotoxic, usual class: cytotoxic | 400,000 tested, 1.4% active | AID 1347075, 2019; note: potency is the fitted concentration of half-maximal effect; % is set by controls: 0 for no effect and ±100 for the full control effect; nearly all actives have a fitted effect of over 60% in size
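Luminescent ATP read-out (CellTiter-Glo) measures survival of drug-naive KB-3-1 cells after 72 h compound exposure at 37 °C. Titration series was screened from lowest to highest concentration, with DMSO vehicle plates as background controls.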
KB-V1 cytotox: qHTS assay for MDR1-selective chemotherapeutics: Primary screen using the drug-selected MDR subline cells KB-V1; AID 1347076, 2019; Potency, µM (top dose mostly 46.1 µM), for the others: top-dose activity change, negative = cytotoxicity, most hits filed as cytotoxic; 400,000 tested, 3.4% active; KB-V1 MDR cells viability, CellTiter-Glo, 72 h; note: potency is the fitted concentration of half-maximal effect; % is set by controls: 0 for no effect and ±100 for the full control effect; nearly all actives have a fitted effect of over 60% in size
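KB-V1 cells (P-gp-expressing MDR subline of KB-3-1) in phenol-red-free DMEM with 10% FBS were exposed to library compounds over a concentration series for 72 h at 37 degrees C. Viability read by CellTiter-Glo luminescence; concentration-effect curves fitted after normalization.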
IL-1B inflam inh: qHTS for Inhibitors of Inflammasome Signaling: IL-1-beta AlphaLISA Primary Screen; THP-1 LPS/ATP IL-1B secretion, AlphaLISA, 16 h; hits give low values; 360,000 tested, 4.7% active; AID 743279, 2014; activity change, % at 57.5 µM; in the data active = activity change below about -50%; inconclusive = mostly about -30% to -49%; note: % is set by controls: 0 for no effect and ±100 for the full control effect
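THP-1 cells pretreated 1 hr with compounds (up to 57.5 uM final), then stimulated with LPS (250 ng/mL final) plus ATP (1.25 mM final); secreted IL-1B measured by AlphaLISA after 16 hr, decreased signal indicating inhibition.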
The depositor's hits bear a star; ? = inconclusive; . = not tested or not shown; & = joins results of further samples; [ ] = another dose, or the depositor's remark. Unless noted, calls come from the whole dose curve; as a rule, active = well fitted curve in the direction sought with a large enough effect; inconclusive = small, poorly fitted or top-dose-only effect, or another doubt; inactive = no such curve, though single readings can be large; an effect the other way counts as inactive or inconclusive. An unsorted share of the library. Share with any hit: about 12%.

mol | SW480 rereplic | HT1080-NT tox | HT1080 IDH1KD tx | ATXN2 expr inh | MCF10A rereplic | WRN inhibitor | KB-3-1 cytotox | KB-V1 cytotox | IL-1B inflam inh
COc1ccc(OCc2cc(C(=O)N(C)Cc3nccn3C)no2)c2ccccc12 | 0% | -6% | -21% | -22% | 7% | -22% | . | . | 8
CCn1cc(C(=O)O)c(=O)c2cnc(N3CCN(C(=S)NC(=O)c4ccccc4Cl)CC3)nc21 | -21% | 5% | -9% | . | 1% | 10% | 0% | 2% | 14
Cc1cc(=O)[nH]c2c(C)cc(S(=O)(=O)NCc3ccccc3)cc12 | 3% | 0% | 6% | 6% | 5% | -8% | 6% | -17% | 16
CCC1CCCCN1S(=O)(=O)c1ccccc1[N+](=O)[O-] (stereo not given) | ? | -20% | -21% | -3% | ? | -10% | -2% | -5% | 2
CCn1c(-c2cccc(Br)c2)n[nH]c1=S | -3% | 14% | 9% | -11% | 0% | -1% | ? | ? | -7
Clc1ccc2c(c1)-c1[nH]ncc1CS2 | -3% | 9% | -13% | 3% | ? | -8% | -12% | 2% | ?
O=C(OCC(=O)N1CCCCCC1)c1n[nH]c(=O)c2ccccc12 | 1% | -1% | 10% | 10% | -3% | -1% | -3% | 15% | 26
CC(CCc1ccccc1)NC(=O)N1CCOCC1 (stereo not given) | -10% | 7% | 10% | -10% | 10% | -23% | 22% | -1% | 2
CN(Cc1cccs1)C(=O)COc1ccc(-c2nnco2)cc1 | -4% | 2% | 17% | 3% | -1% | -7% | 9% | 10% | 3
Cc1ccccc1CN1CCN(Cc2ccc3cccc(F)c3n2)CC1CCO (stereo not given) | 2% | -6% | -26% | -14% | 23% | 9% | 3% | 0% | -9
CN(Cc1cccs1)C(=O)CCCc1c[nH]c2ccccc12 | -5% | -14% | -8% | 57%[activator] | -9% | -3% | 1% | 0% | -12
COCC1CCCN(C(=O)c2cc(COc3ccc4ncccc4c3)on2)C1 (stereo not given) | -3% | 7% | -25% | -15% | 5% | -6% | . | . | -6
CCCCCCCCS(=O)c1sc2nc(C)cc(C)c2c1N (stereo not given) | -2%[9.22 µM] | -4% | -16% | -8% | 23% | 0% | ? | -25% | 4
Cn1c(SCC(=O)NC2CCCC2)nc2c(c1=O)SCC2 | -1% | 8% | 0% | -16% | 2% | 2% | -10% | -7% | 5
COc1ccc(-c2nc3c4ccccc4ccn3c2Cc2ccccc2C(F)(F)F)cc1OC | . | ? | ? | 33%[activator] | . | -12% | 0% | -1% | -24
COc1ccc(/C=N/NC(=O)c2ccc(COc3cccc4cccnc34)cc2)cc1OC | -3% | 22% | 11% | -4% | -15% | 10% | -5% | 1% | -5
CC(Cc1cccs1)NC(=O)c1cccs1 (stereo not given) | 7% | -3% | 8% | 0% | -1% | 0% | 1% | 0% | -16
CC1=C(C(=O)Nc2ccc(Cl)cc2C(=O)N2CCC(C(N)=O)CC2)SCCO1 | 23% | -2% | 0% | -7% | 0% | -2% | -11% | -6% | 0
CN(C)C(=O)CSc1nc2ccccc2c(=O)[nH]1 | 2% | 7% | 7% | 0% | -1% | -25% | 20% | 0% | 8
COc1cc(-c2n[nH]c(=S)n2-c2ccc(C)cc2)cc(OC)c1OC | -9% | 1% | -5% | -3% | -9% | 5% | 8% | -8% | -18
O=C(Nc1ccc(N2CCOCC2)nc1)c1ccc(Cl)cc1 | 1% | 10% | -5% | 11% | 3% | -1% | -9% | -15% | -19
Cc1ccc2c(C)nc(N/C(N)=N/S(=O)(=O)c3ccc([N+](=O)[O-])cc3)nc2c1 | -99%[inhibitor] | -12% | -9% | . | 7% | 12% | 1% | -3% | -1
COc1cc(C(=O)N2CCCCCCC2)ccc1OC1CCN(C(C)=O)CC1 | -3% | 8% | 10% | 22% | 11% | -31% | 0% | ? | -1
CCC(=O)Nc1c(OC(=O)CC)ccc2c(C)cc(=O)oc12 | ? | 0% | -2% | 3% | -2% | -8% | 9% | -11% | 0
CNC(=O)CSc1ncnc2c1cnn2-c1ccccc1 | -3% | 14% | 8% | 27% | 0% | -5% | 6% | -4% | -22
O=C1CS(=O)(=O)N(Cc2ccc(F)cc2)c2ccccc21 | 3% | -9% | -9% | -3% | ? | 7% | 0% | 7% | 0
O=C(C[C@H]1C[C@H](C(=O)N2CCCCC2)[C@@]2(CCc3ccccc3)c3[nH]c4ccc(Cl)cc4c3CCN2C1=O)NCCC1=CCCCC1 | 1% | 7% | 5% | 11% | -14% | 1% | 0% | 0% | 1
CCCCCN(C(=O)CCC(=O)OCC(=O)N1CCCCC1C)c1c(N)n(CCCC)c(=O)[nH]c1=O (stereo not given) | 1% | 5% | 4% | 4% | -2% | -15% | . | . | 7
Oc1ccc(NCc2ccccc2OCc2ccccc2)cc1 | 15µM* | -21% | ? | ? | 23µM* | -17% | -6%&-8% | -17%&-29% | -74*
CCOc1ccc2nc(N3C(=O)CNC3=S)sc2c1 | ? | -17% | -1% | ? | ? | -7% | -2% | ? | -97*

An excerpt of these results, with values under each structure.
Value order – SW480 rereplic, HT1080-NT tox, HT1080 IDH1KD tx, ATXN2 expr inh, MCF10A rereplic, WRN inhibitor, KB-3-1 cytotox, KB-V1 cytotox, IL-1B inflam inh
> O=C1CS(=O)(=O)N(Cc2ccc(F)cc2)c2ccccc21
    3%, -9%, -9%, -3%, ?, 7%, 0%, 7%, 0
> Cc1cc(=O)[nH]c2c(C)cc(S(=O)(=O)NCc3ccccc3)cc12
    3%, 0%, 6%, 6%, 5%, -8%, 6%, -17%, 16
> O=C(C[C@H]1C[C@H](C(=O)N2CCCCC2)[C@@]2(CCc3ccccc3)c3[nH]c4ccc(Cl)cc4c3CCN2C1=O)NCCC1=CCCCC1
    1%, 7%, 5%, 11%, -14%, 1%, 0%, 0%, 1
> CNC(=O)CSc1ncnc2c1cnn2-c1ccccc1
    -3%, 14%, 8%, 27%, 0%, -5%, 6%, -4%, -22
> Cc1ccccc1CN1CCN(Cc2ccc3cccc(F)c3n2)CC1CCO (stereo not given)
    2%, -6%, -26%, -14%, 23%, 9%, 3%, 0%, -9
> CCn1c(-c2cccc(Br)c2)n[nH]c1=S
    -3%, 14%, 9%, -11%, 0%, -1%, ?, ?, -7

More entries follow:
mol | SW480 rereplic | HT1080-NT tox | HT1080 IDH1KD tx | ATXN2 expr inh | MCF10A rereplic | WRN inhibitor | KB-3-1 cytotox | KB-V1 cytotox | IL-1B inflam inh
CC(C)Sc1nc(N2CCCC2)c2c(c1C#N)CC(C)(C)OC2 | 5% | -10% | -20% | 1% | ? | 1% | ? | ? | 18
COc1cccc(OC)c1C(=O)N1CCNCC1 | -3% | 3% | -3% | 2% | 3% | 8% | -4% | ? | 12
O=C(N/N=C\c1cc2c(cc1[N+](=O)[O-])OCO2)c1cccs1 | 2% | -14% | -10% | -8% | 0% | -4% | 25% | 11% | 48
Cc1ccc(C)c(NC(=O)COC(=O)CC2CC3CCC2C3)c1 (stereo not given) | -15% | 9% | 7% | -3% | -1% | -2% | 27% | -5% | 9
Cc1cc(C(=O)COC(=O)C23CC4CC(CC(O)(C4)C2)C3)c(C)n1-c1c(C)n(C)n(-c2ccccc2)c1=O | -4% | 1% | 3% | -9% | -1% | 9% | -2% | -13% | 11
CCOc1cccc(=O)c2c(C)n(C)c(C)c12 | 14% | 8% | 2% | -12% | 2% | -24% | -19% | -1% | 1
CCCNC(=O)CN(c1ccc(F)cc1)S(=O)(=O)c1ccc2c(c1)OCCO2 | -6% | -1% | 11% | -4% | -12% | 0% | 1% | ? | 6
Cc1cccc(-c2nnc(SCC(=O)NCc3ccc4c(c3)OCO4)n2C)c1 | 0% | 2% | 1% | -8% | -9% | 2% | 3% | 3% | -14
CSc1ccc(C(=O)N2CCC(CCC(=O)NC3CC3)CC2)cc1 | -1% | ? | 7% | 3% | -1% | -4% | 0% | ? | -4
C#CCNC(=O)C1=C[C@@H](c2ccccc2)C[C@@H](OCCCCO)O1 | 15% | -7% | -6% | -4% | ? | 2% | -14% | 0% | -3
COc1ccccc1N1CCN(C2CCCN(C(=O)CC(F)(F)F)C2)CC1 (stereo not given) | ? | 2% | 3% | 5% | 1% | 3% | -2% | 8% | 14
COc1cc(N2C(=O)c3ccccc3C2=O)c(Cl)cc1C(=O)OCC(=O)NCc1ccco1 | -1% | 9% | 1% | 5% | -9% | -12% | 0% | ? | 10
O=C(CN1CCN(C(=O)c2cccc(S(=O)(=O)N3CCCC3)c2)CC1)Nc1ccc(F)cc1 | -4% | -5% | 0% | 3% | 0% | -16% | -7% | -5% | 22
Cc1nc2ccccc2c(=O)n1NC(=O)c1ccc(F)cc1Cl | -4% | 2% | -5% | 1% | -5% | -11% | -4% | 3% | 0
NS(=O)(=O)c1ccc(NC(=O)COC(=O)CCc2ccccc2)cc1 | -5% | 5% | 10% | 4% | -1% | -2% | 8% | 19% | 10
COc1cc(/C=C/C(=O)O)cc(S(=O)(=O)Nc2cc(S(=O)(=O)N3CCCCC3)ccc2Cl)c1OC | . | 6% | 9% | . | . | 10% | 2% | 8% | 2
